Tb PFK inh: T. brucei PFK enzyme inhibition. T. brucei PFK, ADP-Glo luminescence. O15648. Potency, µM (series often up to 57.5 µM), for inactives: at the highest dose activity, negative = inhibition, usual class: inhibitors. hit rate 0.17% among 330,000;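 further: potency means the concentration at half of the fitted maximal effect; 0% = uninhibited 1x PFK enzyme wells and -100% = no-enzyme wells; nearly all actives have a fitted effect of over 60% in size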
Target sequence (O15648 whole entry, looked up): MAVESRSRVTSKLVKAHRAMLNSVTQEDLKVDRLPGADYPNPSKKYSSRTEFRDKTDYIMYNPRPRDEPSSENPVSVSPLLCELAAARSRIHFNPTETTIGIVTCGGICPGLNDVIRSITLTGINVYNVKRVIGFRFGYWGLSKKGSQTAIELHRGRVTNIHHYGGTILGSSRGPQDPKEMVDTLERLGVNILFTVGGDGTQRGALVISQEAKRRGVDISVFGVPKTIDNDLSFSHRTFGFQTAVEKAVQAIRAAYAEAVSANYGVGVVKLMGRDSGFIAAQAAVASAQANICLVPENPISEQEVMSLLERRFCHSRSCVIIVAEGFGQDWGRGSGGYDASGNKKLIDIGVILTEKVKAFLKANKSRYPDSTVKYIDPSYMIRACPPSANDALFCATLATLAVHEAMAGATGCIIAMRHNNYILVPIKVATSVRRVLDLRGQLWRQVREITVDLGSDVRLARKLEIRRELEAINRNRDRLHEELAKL
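ADP-Glo luminescence quantified ADP after 45 min at room temperature, with 1.25 nM T. brucei PFK, 0.1 mM ATP and 0.5 mM fructose-6-phosphate in pH 8.0 TEA buffer. qHTS titrations up to 57 µM; curves classified by quality.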
Chronic BCR inh: chronic active BCR signaling inhibition. Potency, µM (series often up to 46.1 µM), for inactives: top-dose ratio change, negative = lower green/red ratio, most hits filed as inhibitors. AID 493014. ABC-DLBCL IkBa-CBG/CBR reporter, luminescence ratio, 4 h. hit rate 0.05% among 340,000; active means well fitted inhibition curve with a large enough effect in the signal ratio, with a control signal flat, not every such curve was filed as active; inconclusive means small, poorly fitted or top-dose-only effect, or effect the other way, or a change in a side signal; the % refers to the signal ratio;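 further: potency means the concentration at half of the fitted maximal effect; plate controls were basal doxycycline-induced cells for no effect and cells given 10 µM MG132 for full effect; MG132 reads +100%, hits lower the ratio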
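Doxycycline induced both beetle luciferases in TMD8 lymphoma cells; IKK-driven degradation limits the IkappaBalpha-fused green signal, while red luminescence normalises for cell number and nonspecific effects. Compounds tested up to 46 uM, 4 hrs.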
Giardia kill: kills Giardia lamblia; Giardia lamblia trophozoite viability; activity change, % at 7.66 µM, hits read low; hit rate 0.15% among 340,000; AID 540267; in the data active means activity change below about -80%; inconclusive means between about -30% and that limit;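 further: parasites exposed to compound for two days anaerobically before the ATP read; on the % scale 0 is the no-effect control and ±100 the full control effect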
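Luminescent ATP signal served as the viability read-out, measured 15-30 min after adding ATP detection reagent to trophozoites that had been incubated with compounds for 48 hrs at 37 deg C anaerobically at 100 cells/well.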
B2AR arrestin: recruits beta-arrestin to the human beta2-adrenergic receptor | P07550 | beta-arrestin recruitment to beta2AR, cell-based reporter | Potency, µM (doses to about 46.1 µM), without a hit: at the top dose activation, hits mostly activators | hit rate 0.02% among 330,000 | AID 492947;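 further: potency means the concentration at half of the fitted maximal effect; 0% = DMSO controls and full agonism = EC100 isoproterenol or metaproterenol; nearly all actives have a fitted effect of over 65% in size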
Target sequence (P07550 whole entry, looked up): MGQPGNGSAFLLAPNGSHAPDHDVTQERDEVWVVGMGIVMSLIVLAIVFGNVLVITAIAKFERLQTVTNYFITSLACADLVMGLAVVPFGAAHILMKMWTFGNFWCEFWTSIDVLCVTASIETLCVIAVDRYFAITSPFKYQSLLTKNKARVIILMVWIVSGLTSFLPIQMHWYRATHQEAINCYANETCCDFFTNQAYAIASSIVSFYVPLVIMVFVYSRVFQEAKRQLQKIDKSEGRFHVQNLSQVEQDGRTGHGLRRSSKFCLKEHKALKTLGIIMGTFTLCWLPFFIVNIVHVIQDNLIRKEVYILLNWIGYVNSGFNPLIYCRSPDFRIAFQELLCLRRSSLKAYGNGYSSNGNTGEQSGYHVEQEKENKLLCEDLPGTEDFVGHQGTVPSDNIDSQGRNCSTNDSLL
PKM2 activator: increases activity of human pyruvate kinase M2. hit rate 0.34% among 260,000. Potency, µM (highest dose often 57.5 µM), for inactives: top-dose activation, hits mostly activators. purified PKM2, Kinase-Glo ATP luminescence, activation; response scale: 0% is enzyme alone, no compound. AID 1631; further: potency means the concentration at half of the fitted maximal effect; on the % scale 0 is the no-effect control and ±100 the full control effect; nearly all actives have a fitted effect of over 55% in size
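ATP formation by purified human PK-M2, quantified via coupled luciferase luminescence after 1 h at room temperature with 0.1 mM ADP and 0.5 mM PEP final.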
GALK inhibitor: blocks human galactokinase activity. Purified GALK, Kinase-Glo residual ATP luminescence. Potency, µM (titrated, usually from 57.5 µM), for the others: at the top dose activity change, negative = inhibition, hits mostly inhibitors. hit rate 0.007% among 270,000; further: potency means the concentration at half of the fitted maximal effect; on the % scale 0 is the no-effect control and ±100 the full control effect
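Galactose (100 uM) and ATP (35 uM) were turned over by 5 nM GALK for 1 h at RT. Kinase-Glo Plus then converted the remaining ATP into a luminescent signal.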
Integrin act MD: activators of alpha7 integrin expression for muscular dystrophy; alpha7betagal myoblasts, beta-gal FDG fluorescence, 48 h; Potency, µM (doses to about 38.3 µM), for inactives: at the highest dose activation, actives largely listed as activators; hit rate 0.064% among 350,000;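 further: potency means the concentration at half of the fitted maximal effect; 100% = response of the positive control SU9516; nearly all actives have a fitted effect of over 60% in size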
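Alpha7betagal+/- myoblasts (passage 13) were plated 16-24 hr, then exposed to compounds (1:260 dilution of DMSO stock) for 48 hours at 37C. After MPER lysis, β-galactosidase reporter activity was read as FDG fluorescence (ex 480/em 540) after 30 minutes.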
FBPA coupling cs: coupling enzyme interference in Giardia aldolase counter-screen; coupling enzyme system counterscreen, AmpLite Red fluorescence; activity change, negative = inhibition, % at 58.2 µM, hits read low; hit rate 0.67% among 290,000; AID 2472; in the data active means activity change below about -30%; further: on the % scale 0 is the no-effect control and ±100 the full control effect
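First, compound is pin-transferred into glyceraldehyde-3-phosphate coupling-enzyme reagent at 57.5 uM final and held 10 min at RT. Next, substrate, coupling system and AmpLite Red are added. After 20 min RT, fluorescence (525/598 nm) is read.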
Menin-MLL TR inh: displaces Texas Red mutant MLL peptide from human menin | O00255 | Menin + Texas Red MLL mutant peptide, fluorescence polarization | Potency, µM (highest dose often 61.6 µM), for inactives: at the highest dose FP activity change, negative = inhibition, usual class: inhibitors | hit rate 0.23% among 270,000; active means well fitted inhibition curve with a large enough effect in the polarisation, with a control signal flat, not every such curve was filed as active; inconclusive means small, poorly fitted or top-dose-only effect, or effect the other way, or a change in a side signal; inactive means no such curve, though single readings can be large or run the other way; the % refers to the polarisation; further: potency means the concentration at half of the fitted maximal effect; % of control where 0% means no effect; many of its hits are not listed in these tables
S-ASM inh: inhibitors of human secretory acid sphingomyelinase | hit rate 0.006% among 340,000 | Potency, µM (doses to about 57.5 µM), for inactives: at the highest dose activity change, negative = inhibition, hits mostly inhibitors | AID 504937 | P17405 | placental ASM, HMU-PC fluorogenic substrate, 60 min; further: potency means the concentration at half of the fitted maximal effect
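HMU-PC0 cleavage (9 uM final) by human placental ASM, 60 min at 37 °C following 10 min compound exposure at RT; stopped at pH 10, fluorescence Ex 386/Em 447 nm.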
PTAP TSG101 blk: blocks PTAP/TSG101 interaction to inhibit HIV-1 budding; Fluorescence polarization, FITC-PTAP peptide / Tsg101 binding; Q99816; 340,000 tested, under 10 active; Potency, µM (doses to about 115 µM), for the others: at the top dose activity change, negative = inhibition, hits mostly inhibitors; active means well fitted inhibition curve with a large enough effect in the main read-out, with a control signal flat, not every such curve was filed as active; inconclusive means small, poorly fitted or top-dose-only effect, or effect the other way, or a change in a side signal; inactive means no such curve, though single readings can be large or run the other way; further: potency means the concentration at half of the fitted maximal effect; % of control where 0% means no effect
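Fluorescence polarization binding of Tsg101 binding domain (10 uM final) to FITC-labeled PTAP peptide (50 nM final) in HEPES pH 7.5 buffer with NaCl, Tween 20, EDTA, TCEP. Compounds added before peptide; binding 20 min at RT.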
Numbers without * were called inactive; ? = inconclusive; / = no result given; [ ] = another dose, or the depositor's remark. Unless noted, the call rests on the fitted dose curve; in most records, active means well fitted curve in the direction sought with a large enough effect; inconclusive means small, poorly fitted or top-dose-only effect, or another doubt; inactive means no such curve, though single readings can be large; an effect the other way counts as inactive or inconclusive. The list is partial; count on the stated rates, not on these rows.

SMILES	Tb PFK inh	Chronic BCR inh	Giardia kill	B2AR arrestin	PKM2 activator	GALK inhibitor	Integrin act MD	FBPA coupling cs	Menin-MLL TR inh	S-ASM inh	PTAP TSG101 blk
Cc1cccc(OCC(=O)NCc2cc(C)nc3ccccc23)c1	0%	?	-8	-0.2%	4%	-1%	?	3	-12%	0%	1%
COc1ccc(NC(=S)NN(C)C(=S)Nc2ccc(OC)cc2)cc1	-2%	?	-10	0.2%	-10%	/	-13%	0	9%	-2%	0%
O=C(NC1CCCC1)C1CCCN1C(=O)Nc1ccccc1 (stereo not given)	2%	0%	4	-0.2%	-2%	5%	10%	4	3%	1%	-3%
CCC(C(=O)N1CCOCC1)n1c2ccccc2c2nc(=O)cc(C)n21 (stereo not given)	-2%	-1%	-16	0.2%	/	3%	-4%	/	/	4%	-5%
CC1CN(C(=O)Cn2c(=O)oc3ccccc32)CC(C)O1 (stereo not given)	1%	-9%	-8	-0.3%	-1%	5%	3%	4	-9%	0%	-3%
COC(=O)C1CCN(C(=O)c2ccccc2Oc2ccccc2)CC1	-8%	1%	0	-0.2%	-4%	2%	30%	12	-4%	5%	-8%
CCNC(=O)COc1ccc(/C=N/NC(=O)c2cccnc2)cc1OC	-1%	6%	-5	2.7%	?	4%	-9%	2	-1%	12%	-9%
CNC(=O)NC(=O)COC(=O)CCc1nc(=O)c2ccccc2n1C	4%	5%	-2	0.0%	0%	1%	6%	1	3%	4%	-4%
COc1ccc(NC(=O)C2CC2)cc1-n1cnnn1	2%	-12%	-5	-0.6%	-1%	5%	12%	3	-5%	7%	-8%
Cc1n(Cc2ccccc2)c2ccccc2[n+]1Cc1ccccc1	2%	?	4	0.1%	-2%	-2%	-40%	4	-11%	2%	1%
Cc1ccc(NC(=O)C2C3CCC(O3)C2C(=O)O)cc1Cl (stereo not given)	-5%	1%	23	-1.0%	1%[11.5 µM]	-2%	?	3	0%	0%	-2%
CSc1ccc(CCNC(=O)C2CCN(c3nnc(-n4cccc4)s3)CC2)cc1	?	22%	9	0.0%	0%	3%	0%	0	-16%	-2%	-3%
COc1cc(C#N)ccc1OC(=O)Cc1cc(OC)c(OC)c(OC)c1	4%	2%	3	-0.5%	-1%	-2%	12%	1	-16%	2%	-3%
C/C(CC(=O)NC1CCCCC1)=N\NC(=O)c1ccc(Br)cc1	-7%	?	-6	-0.3%	-1%	0%	-3%	3	-2%	-2%	-1%
O=c1c2nnn(-c3ccc(Br)cc3)c2ncn1Cc1ccccn1	0%	0%	-20	0.2%	0%	-2%	20%	-1	0%	-2%	-2%
Cc1ccc(NC(=O)c2ccccc2N2C(=O)C3C4C=CC(C5CC45)C3C2=O)cc1C (stereo not given)	-3%	2%	-10	0.3%	1%	-1%	14%	0	2%	-2%	-3%
COc1ccc(C2=CC(=O)C[C@H](c3ccc(Cl)cc3)C2)cn1	0%	3%	-3	0.1%	/	/	6%	/	/	-14%	-5%
O=C1c2ccccc2C(=O)N1Cc1nc(-c2ccccn2)no1	/	/	7	/	22%	3%	-9%	5	3%	4%	-5%
CCN(CC)S(=O)(=O)c1cccc(C(=O)NCC2CCCCC2)c1	1%	0%	19	-0.4%	/	1%	-93%[inhibitor]	-1	0%	0%	0%
NC(=O)c1nsc(C(=O)N(CC(=O)NC2CCCC2)c2ccc(F)c(Cl)c2)c1N	1%	-5%	-10	-0.5%	-4%	-3%	4%	-3	-3%	187%[activator]	-2%
O=C(CCC1CCCCC1)Nc1c2c(nn1-c1ccc(F)cc1)CS(=O)C2 (stereo not given)	2%	?	9	0.2%	5%	1%	-6%	6	2%	-4%	-3%
COCCCNC(=O)CC(NCCCOC)C(=O)O (stereo not given)	0%	-1%	1	-0.8%	6%	1%	10%	3	-11%	1%	0%
CN(C)/N=C/c1ccc(Sc2ccc([N+](=O)[O-])cc2[N+](=O)[O-])o1	-5%	1%	-5	-0.9%	-1%	0%	-36%	-6	?	-7%	3%
O=C(c1cc2cc(Cl)ccc2[nH]1)N1CCN(C(=O)c2ccco2)CC1	-14%	?	-12	0.3%	/	0%	33%	/	/	-2%	0%
O=C(COc1ccc([N+](=O)[O-])cc1)NC(C(=O)O)C(O)c1cccc([N+](=O)[O-])c1 (stereo not given)	-1%	-1%	5	-1.0%	-2%	0%	12%	6	13%	0%	-1%
CCOCCCn1c(C)nc2c(c1=O)c1nc3ccccc3nc1n2CCC1=CCCCC1	-2%	?	4	-0.2%	13%	1%	-6%	-2	?	/	-5%
O=C(CCCN1C(=O)/C(=C\c2ccco2)SC1=S)Nc1ccc(O)cc1C(=O)O	-8%	1%	7	0.2%	/	-9%	-17%	/	/	-4%	0%
Cc1nc(OCc2ccccc2)c2sc3nc4c(cc3c2n1)COC(C)(C)C4	-3%	6%	8	-0.2%	-4%	0%	9%	1	8%	-3%	-5%
COc1ccc(CN(Cc2ccc(C(=O)O)cc2)C(=S)Nc2ccc(C)cc2)cc1OC	-4%	?	16	-0.1%	-19%	3%	3%	-7	18%	4%	-2%
CC(C)c1cccc(C(C)C)c1NC(=O)COc1nncc2ccccc12	3%	-1%	-10	0.2%	7%	4%	-1%	2	-13%	5%	-1%
CN(C)C(=O)c1ccc(OCC(F)(F)F)nc1	1%	0%	-3	2.6%	-4%	-2%	31%	0	/	3%	0%
COc1cccc(COC(=O)c2cc(S(=O)(=O)N3CCCCC3)ccc2N2CCOCC2)c1OC	-12%	?	16	0.1%	/	/	11%	/	/	5%	-3%
COc1ccc(CNC(=O)Cn2cnc3c(OCc4ccccc4)ncnc32)cc1	-6%	3%	17	-0.7%	/	/	16%	/	/	-6%	-3%
O=C(CNC(=O)c1ccc(Cl)cc1Cl)OCn1nnc2ccccc2c1=O	3%	-16%	11	-1.1%	/	/	4%	/	/	-2%	-3%
O=C(CSc1nc2ccccc2n1Cc1ccccc1)N/N=C/c1ccccc1C(=O)O	0%	11%	-3	-0.1%	-1%	-3%	-25%	-2	/	2%	-4%
Cn1c(=O)[nH]c(Nc2ccccc2)c([N+](=O)[O-])c1=O	-1%	-6%	-4	0.2%	-33%	0%	10%	7	4%	0%	-10%
CC(C)CNC(=O)/C=C/C=C/c1ccc2c(c1)OCO2	-12%	?	-24	-0.6%	/	/	-16%	/	/	28%	-4%
Cc1ccc(NC(=O)CN(C)c2ccc(S(=O)(=O)N3CCN(C)CC3)cn2)cc1	10%	5%	-18	-0.9%	0%	5%	0%	3	0%	1%	-7%
CCCCC(=O)Nc1ccc(C(=O)Nc2ccc(S(=O)(=O)N3CCCC3)cc2)cc1	5%	?	-5	-0.7%	-9%	1%	15%	6	16%	3%	1%
c1ccc2nc(N3CCCC3)c(N3CCCC3)nc2c1	-6%	4%	-15	0.2%	0%	0%	16%	0	-24%	81%[activator]	-5%
O=C(Nc1ccccc1-c1nc2ccccc2[nH]c1=O)c1cccs1	-1%	0%	-11	0.8%	5%	-1%	-1%	2	8%	18%	-7%
Cc1onc(-c2ccccc2)c1C(=O)NCc1cccc(Cl)c1	0%	7%	-17	-0.4%	/	-2%	32%	1	-3%	-15%	2%
Cc1cccc(C)c1NC(=O)CN1C(=O)S/C(=C\c2cccn2C)C1=O	-2%	1%	40[activator]	-0.3%	3%	0%	6%	0	6%	0%	-4%
Cc1cccc(-n2nc(C)c3c(C(=O)O)cc(-c4cccs4)nc32)c1	7%	-8%	0	-0.2%	-5%	6%	-20%	16	?	110%[activator]	-4%
CN1CCN(Cc2nc3ccccc3n2C)CC1CCO (stereo not given)	0%	-1%	-13	-0.7%	4%[11.5 µM]	-6%	0%	1	-4%	10%	-3%
CC(C)C(c1nnnn1CCc1ccccc1)N1CCOCC1 (stereo not given)	0%	1%	-10	0.1%	7%	-2%	6%	-1	-17%	2%	-4%
COc1ccc(C(=O)N2CCN(S(=O)(=O)c3ccccc3)CC2)c(OC)c1	-2%	7%	-1	-0.7%	0%	0%	9%	0	-16%	-1%	-3%
Cc1cccc(C)c1NC(=O)COC(=O)/C=C/c1ccc(S(=O)(=O)N2CCOCC2)cc1	-1%	3%	3	-0.3%	/	/	7%	/	/	-2%	0%
Cc1ccc(Nc2n[nH]c(C)c2[N+](=O)[O-])cc1C	0%	7%	11	-0.1%	-18%	-3%	12%	-4	14%	-2%	-1%
